High-throughput results (PubChem BioAssay)
ERG-DNA inh – ERG Ets/DNA interaction inhibition; fluorescence polarization, His-ERG Ets domain / labelled DNA; 370,000 tested, 0.028% active; P11308; Potency, µM (top dose mostly 76.9 µM), without a hit: at the highest dose FP activity, negative = inhibition, usual class: inhibitors; active = well fitted inhibition curve with a large enough effect in the polarisation, with a control signal flat; inconclusive = small, poorly fitted or top-dose-only effect, or effect the other way, or a change in a side signal; inactive = no such curve, though single readings can be large or run the other way; the % refers to the polarisation;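 also: polarization taken with two DNA probes labelled with fluorescein and Texas red; % of control where 0% means no effect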
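His-tagged ERG Ets domain (1 uM in the protein solution; 300mM KCl, 50mM Tris-HCl, 1mM EDTA, 1mM DTT, pH 7.5) received compound, then a probe mix of 5 nM fluorescein-DNA and 100nM Texas-615-DNA. Fluorescence polarization was read for both dyes.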
GLS inh – inhibitors of human glutaminase (GLS). 410,000 tested, 0.21% active. Potency, µM (series often up to 45.5 µM), for inactives: at the top dose activity change, negative = inhibition, actives largely listed as inhibitors. GLS enzymatic activity, qHTS titration; also: % is scaled to controls: 0 for no effect and ±100 for the full control effect
Target sequence (O94925 whole entry, looked up): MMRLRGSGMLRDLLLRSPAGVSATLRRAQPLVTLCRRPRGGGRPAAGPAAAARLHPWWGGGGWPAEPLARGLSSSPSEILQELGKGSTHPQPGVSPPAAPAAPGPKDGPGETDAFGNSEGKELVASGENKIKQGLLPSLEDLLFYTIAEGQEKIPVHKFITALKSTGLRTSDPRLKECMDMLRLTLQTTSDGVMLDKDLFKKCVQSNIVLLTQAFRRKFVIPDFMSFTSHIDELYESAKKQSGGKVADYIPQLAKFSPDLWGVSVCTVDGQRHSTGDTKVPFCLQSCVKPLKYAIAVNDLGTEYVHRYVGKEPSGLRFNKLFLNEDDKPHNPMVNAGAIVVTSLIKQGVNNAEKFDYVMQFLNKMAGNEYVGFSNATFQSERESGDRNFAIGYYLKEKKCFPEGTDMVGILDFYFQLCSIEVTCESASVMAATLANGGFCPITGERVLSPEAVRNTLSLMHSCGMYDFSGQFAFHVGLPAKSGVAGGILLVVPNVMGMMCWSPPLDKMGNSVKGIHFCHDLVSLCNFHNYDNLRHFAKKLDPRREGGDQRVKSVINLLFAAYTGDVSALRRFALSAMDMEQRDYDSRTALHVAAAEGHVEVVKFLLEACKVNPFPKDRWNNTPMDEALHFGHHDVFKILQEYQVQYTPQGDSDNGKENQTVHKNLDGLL
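Coupled fluorescence readout: glutamate oxidase/HRP/Amplex Red detect glutamate formed by hKGA from L-glutamine (1 mM solution added). Buffer 45 mM KH2PO4 pH 8.2, 0.02% Tween-20; reads at t0 and 30 min RT.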
Tb PGK inh – blocks T. brucei phosphoglycerate kinase. PGK/GAPDH coupled, Kinase-Glo luminescence, 60 min. AID 602233. P07378. Potency, µM (highest dose often 57.5 µM), without a hit: at the highest dose activity change, negative = inhibition, actives largely listed as inhibitors. 380,000 tested, 0.043% active; also: % is scaled to controls: 0 for no effect and ±100 for the full control effect; nearly all actives have a fitted effect of over 60% in size
Target sequence (P07378 whole entry, looked up): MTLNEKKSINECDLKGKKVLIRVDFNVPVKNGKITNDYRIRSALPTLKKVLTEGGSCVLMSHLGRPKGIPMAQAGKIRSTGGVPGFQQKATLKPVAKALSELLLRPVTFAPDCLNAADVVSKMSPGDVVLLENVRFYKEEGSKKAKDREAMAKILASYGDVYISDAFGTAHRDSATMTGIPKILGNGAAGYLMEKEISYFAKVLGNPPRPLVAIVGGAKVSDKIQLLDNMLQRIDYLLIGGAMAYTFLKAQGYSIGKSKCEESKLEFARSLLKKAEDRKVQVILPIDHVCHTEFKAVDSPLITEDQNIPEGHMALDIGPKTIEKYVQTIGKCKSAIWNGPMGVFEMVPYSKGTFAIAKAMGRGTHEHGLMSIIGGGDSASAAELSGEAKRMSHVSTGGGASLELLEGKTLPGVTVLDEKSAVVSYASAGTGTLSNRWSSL
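Recombinant glycosomal PGK reaction used 1,3-bisphosphoglycerate generated in-well by GAPDH (100nM final) in 100mM TEA pH 7.6, 5mM MgCl2, 0.01% Tween-20. After 60 minutes at room temperature, ATP was read by Kinase-Glo Plus luminescence end-point.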
12-LOX inh – inhibitors of human 12S-lipoxygenase ALOX12. P18054. purified 12hLO, xylenol orange hydroperoxide absorbance. Potency, µM (titrated, usually from 108 µM), for inactives: at the highest dose activity change, negative = inhibition, most hits filed as inhibitors. 580,000 tested, 1.1% active; also: % is scaled to controls: 0 for no effect and ±100 for the full control effect
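Purified human 12hLO (150 nM final) in 25 mM Hepes, 0.01% Triton X-100, pH 7.0 was preincubated 15 min at room temperature with compound. Then 40 uM arachidonic acid was added, 30 min. Hydroperoxide was read by Fe-XO absorbance ratio 573/405 nm.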
RGS4 inhibitor – blocks human RGS4-accelerated GTP hydrolysis. P49798. Transcreener GDP fluorescence polarization, RGS4-accelerated GTP hydrolysis. Potency, µM (series often up to 114 µM), for the others: top-dose activity change, negative = inhibition, actives largely listed as inhibitors. 390,000 tested, 0.039% active; also: % is scaled to controls: 0 for no effect and ±100 for the full control effect; nearly all actives have a fitted effect of over 75% in size; some results filed as inactive show a strong effect at the top dose
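MLSMR compounds (23 nl, pin-transferred) preincubated 10 min at room temperature with a 500nM (2x) first reagent, then RGS4 at 900nM (2x) plus Transcreener GDP mix added; fluorescence polarization (620/688 nm) read before and after 90 min at 30 °C.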
JMJD2A Tudor – blocks the human JMJD2A Tudor domain; 390,000 tested, 4.4% active; AlphaScreen JMJD2A-Tudor / H3K4me3 peptide binding; Potency, µM (highest dose often 114 µM), without a hit: at the top dose activity change, negative = inhibition, hits mostly inhibitors; O75164; also: % is scaled to controls: 0 for no effect and ±100 for the full control effect; nearly all actives have a fitted effect of over 50% in size
HP1b binding inh – blocks HP1-beta chromodomain binding to methylated histone tails; AlphaScreen HP1-beta / biotin-H3K9me3 peptide binding; Potency, µM (doses to about 114 µM), inactives show at the highest dose activity change, negative = inhibition, hits mostly inhibitors; 390,000 tested, 0.56% active; also: nearly all actives have a fitted effect of over 70% in size; inactives centre near 23
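HP1-beta protein (50 nM final) preincubated 30 min at room temperature with biotinylated H3(1-18)K9me3 peptide (50 nM) in PBS pH 7.4, 0.01% Tween-20, then compound added for 30 min. AlphaScreen streptavidin donor/nickel chelate acceptor beads (10 ug/mL final), 30 min dark, luminescence read.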
rTrxR1 inhibitor – blocks rat thioredoxin reductase 1 | recombinant rTrxR1, NADPH fluorescence consumption, selenite substrate | Potency, µM (titrated, usually from 114 µM), without a hit: at the highest dose activity change, negative = inhibition, hits mostly inhibitors | 390,000 tested, 1% active | AID 588453; also: % is scaled to controls: 0 for no effect and ±100 for the full control effect; nearly all actives have a fitted effect of over 65% in size
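Rat TrxR1 (90 nM in the dispensed reagent) was pre-reduced with 400 uM NADPH for 5 min at room temperature, then incubated with compound for 15 min. After 400 uM selenite was added, NADPH fluorescence (Ex 340/Em 450 nm) was followed for 8 min.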
Pin1 inhibitor – human Pin1 inhibition | Q13526 | Pin1 FP peptide displacement, HiFluor488, 10 min | Potency, µM (titrated, usually from 115 µM), without a hit: top-dose activity, negative = inhibition, hits mostly inhibitors | 390,000 tested, 0.009% active | AID 504891; active = well fitted inhibition curve with a large enough effect in the polarisation, with a control signal flat, not every such curve was filed as active; inconclusive = small, poorly fitted or top-dose-only effect, or effect the other way, or a change in a side signal; inactive = no such curve, though single readings can be large or run the other way; the % refers to the polarisation; also: % is scaled to controls: 0 for no effect and ±100 for the full control effect
* hit, by the source's call; i = inactive; ? = inconclusive; . = no result given; & = joins results of further samples; [ ] = another dose, or the depositor's remark. Unless noted, calls follow the shape of the dose curve; as a rule, active = well fitted curve in the direction sought with a large enough effect; inconclusive = small, poorly fitted or top-dose-only effect, or another doubt; inactive = no such curve, though single readings can be large; an effect the other way counts as inactive or inconclusive. Potency is read from the fitted curve at half-maximal effect.

SMILES	ERG-DNA inh	GLS inh	Tb PGK inh	12-LOX inh	RGS4 inhibitor	JMJD2A Tudor	HP1b binding inh	rTrxR1 inhibitor	Pin1 inhibitor
N/C(=N\c1nc2c(c(=O)[nH]1)CCC2)Nc1cccc(Cl)c1	-0.6%	5.3%	-7.1%	-19.5%	8.9%	-22.8%	-9.6%	33.5%	2.6%
CCC(C)(C)NC(=O)C(c1cccn1C)N(C(=O)Cn1nnc2ccccc21)c1ccc(NC(C)=O)cc1 (stereo unspecified)	-3.8%	-10.2%	-0.5%	1.0%	-1.2%	-12.6%	15.1%	-29.8%	-9.5%
Cc1cc(O)c(N)c(C)c1Cl	6.6%	-26.9%	i	15.8µM*	?	-6.0%[11.4 µM]	?	9.1%[57.1 µM]	1.9%
CCc1ccccc1-n1c(SCC(=O)Nc2ccc(C)cc2)nc2n[nH]c(C)c2c1=N	-12.0%	8.9%	9.3%	-7.0%	-1.4%	-7.7%	45.2%[activator]	12.3%[57.1 µM]	?
Cc1cc(C)c(S(=O)(=O)NCC(CCC(=O)O)C(F)(F)F)c(C)c1 (stereo unspecified)	3.7%	-1.0%	-1.1%	-8.6%	2.0%	-5.3%	27.7%	11.9%[57.1 µM]	-5.1%
CCn1c(SCC(=O)Nc2nc(-c3ccccc3)cs2)nnc1-c1ccccc1O	-2.3%	9.1%	-9.4%	10.0%	-21.5%	-32.6%	6.7%	12.0%[57.1 µM]	51.7%[activator]
CCn1c(CC(=O)Nc2ccc(OC)cc2)nnc1SCC(=O)N1CCOCC1	0.7%	13.4%	16.6%	2.4%	12.9%	2.9%	19.7%	8.4%	-1.5%
Cc1ccc(Nc2c(-c3ccc(C)o3)nc3cnccn23)cc1	5.1%	6.2%	-7.8%	?	?	39.8µM*	?	3.98µM*	1.4%&6.7%
CCc1ccc(N2CCn3c2nc2c3c(=O)n(CCCc3ccccc3)c(=O)n2C)cc1	6.7%	-8.9%	2.3%	-7.9%	4.2%	-3.3%	30.6%	15.8%	0.8%
COc1cc(S(=O)(=O)NCc2ccncc2)c(OC)cc1Br	2.9%	-5.6%	-3.9%	0.0%	-7.2%	-9.7%	22.1%	-5.0%	-2.3%
Cc1ccccc1C(=O)N/N=C/c1ccncc1	6.1%	1.1%	-3.2%	8.1%	-7.6%	-15.3%	24.6%	6.1%	-3.4%
CCN(CC(=O)Nc1c(F)cccc1F)C(=O)CC1CCCCC1	-3.5%	-0.6%	-3.8%	17.3%	0.4%	4.4%	37.8%	10.2%	-2.7%
CCCCOc1ccc(C(=O)NCCOc2cccc(OC)c2)cc1	-4.3%	-2.4%	.	0.0%	-10.5%	17.8%	75.5%[activator]	17.6%	-3.9%
CC(C)[C@H](NC(=O)Nc1cccc(Br)c1)C(=O)O	3.8%	-10.8%	-0.4%	-2.6%	8.7%	-11.8%	40.8%[activator]	33.2%	-4.2%
CCc1ccc(-c2csc(-c3cc4cc(Br)ccc4oc3=O)n2)cc1	3.3%	7.7%	i	-22.0%	-4.1%	25.7%	139.7%[activator]	7.8%[57.1 µM]	5.9%
O=C(Nc1cccnc1Cl)C1CCCN(c2ncnc3c2nc2n3CCCCC2)C1 (stereo unspecified)	-0.4%	-4.7%	-6.7%	3.9%	0.4%[56.9 µM]	-11.6%	71.6%[activator]	17.7%[57.1 µM]	2.2%
O=C(COc1ccc(Br)cc1)NCCCNC(=O)c1cccnc1	-7.9%	6.7%	-4.4%	0.0%	39.9%	-9.7%	22.3%	19.0%	-5.7%
O=C1C2CC=C(Cl)CC2C(=O)N1c1ncn[nH]1 (stereo unspecified)	0.1%	-17.7%	-13.8%	?	-37.1%	89.1µM*	39.1%[activator]	-14.5%	-6.0%
CCOC(=O)C1=NN(C(=O)c2ccc(C)cc2)C(O)(c2ccc(Cl)cc2)C1 (stereo unspecified)	-12.2%	4.8%	-6.3%	-2.0%	-24.7%	-16.4%	41.3%[activator]	-24.4%	12.9%
Cc1cccc(OCC(=O)NC2CCCC2)c1	0.3%	-16.0%	i	-6.4%	3.8%	2.7%	21.2%	-14.4%	-0.3%
Cc1nn(Cc2ccccc2)c(C)c1C(=O)NCCN1C(=O)S/C(=C\c2ccc(F)cc2)C1=O	1.1%	-12.8%	2.1%	-8.2%	-24.1%	-12.3%	37.9%	2.4%	10.0%
CC(C)N(C)Cc1nnnn1CC(=O)N(C)Cc1ccc(F)cc1	-4.2%	-4.5%	-2.5%	0.3%	5.4%	-7.3%	90.8%[activator]	11.0%	1.3%
COc1ccc(OCCNS(=O)(=O)c2ccccc2)cc1	7.2%	0.4%	-0.4%	1.0%	-7.5%	-3.3%	22.6%	15.3%	-5.2%
CCc1nnc(NC(=O)c2cccc(S(=O)(=O)N3CCCCC3)c2)s1	-6.3%	10.5%	-5.6%	0.0%	4.5%	-8.1%	29.9%	-13.0%	7.1%
O=C(NCc1ccncc1)C1CCCN1S(=O)(=O)c1ccc(Cl)cc1 (stereo unspecified)	0.6%	17.7%	9.9%	-5.4%	20.0%	-15.5%	14.7%[57 µM]	8.4%	?
CCC1CCCCN1C(=O)Nc1cc(Cl)ccc1OC (stereo unspecified)	5.9%	7.4%	-2.8%	-10.6%	32.3%	-6.2%	37.8%	13.2%	-0.1%
COc1cc(OC)c(N(C)S(=O)(=O)c2cccc(C(=O)NC(C)C3CC4CCC3C4)c2)cc1Cl (stereo unspecified)	?	-2.4%	-8.8%	-6.9%	-1.5%	-1.3%	31.9%	9.6%	8.1%
O=c1oc2cc([N+](=O)[O-])ccc2nc1/C=C(\O)c1cccc(Br)c1	-3.9%	?	2.1%	0.0%	3.8%	?	14.1%	?	-20.6%
CCC(C)N(C)C1CCN(C(=S)Nc2ccc(OC)cc2)CC1 (stereo unspecified)	3.5%	?	-8.4%	-0.8%	-41.5%	-1.1%	37.2%[activator]	12.0%	-6.3%
C=CCNC(=S)NNC(=O)c1cc(Cl)ccc1OC	-13.7%	?	-0.9%	0.0%	-1.2%	-7.4%	16.9%	13.2%[11.4 µM]	0.3%

Seven successive records from above:
SMILES	ERG-DNA inh	GLS inh	Tb PGK inh	12-LOX inh	RGS4 inhibitor	JMJD2A Tudor	HP1b binding inh	rTrxR1 inhibitor	Pin1 inhibitor
N/C(=N\c1nc2c(c(=O)[nH]1)CCC2)Nc1cccc(Cl)c1	-0.6%	5.3%	-7.1%	-19.5%	8.9%	-22.8%	-9.6%	33.5%	2.6%
CCC(C)(C)NC(=O)C(c1cccn1C)N(C(=O)Cn1nnc2ccccc21)c1ccc(NC(C)=O)cc1 (stereo unspecified)	-3.8%	-10.2%	-0.5%	1.0%	-1.2%	-12.6%	15.1%	-29.8%	-9.5%
Cc1cc(O)c(N)c(C)c1Cl	6.6%	-26.9%	i	15.8µM*	?	-6.0%[11.4 µM]	?	9.1%[57.1 µM]	1.9%
CCc1ccccc1-n1c(SCC(=O)Nc2ccc(C)cc2)nc2n[nH]c(C)c2c1=N	-12.0%	8.9%	9.3%	-7.0%	-1.4%	-7.7%	45.2%[activator]	12.3%[57.1 µM]	?
Cc1cc(C)c(S(=O)(=O)NCC(CCC(=O)O)C(F)(F)F)c(C)c1 (stereo unspecified)	3.7%	-1.0%	-1.1%	-8.6%	2.0%	-5.3%	27.7%	11.9%[57.1 µM]	-5.1%
CCn1c(SCC(=O)Nc2nc(-c3ccccc3)cs2)nnc1-c1ccccc1O	-2.3%	9.1%	-9.4%	10.0%	-21.5%	-32.6%	6.7%	12.0%[57.1 µM]	51.7%[activator]
CCn1c(CC(=O)Nc2ccc(OC)cc2)nnc1SCC(=O)N1CCOCC1	0.7%	13.4%	16.6%	2.4%	12.9%	2.9%	19.7%	8.4%	-1.5%

Further compounds:
SMILES	ERG-DNA inh	GLS inh	Tb PGK inh	12-LOX inh	RGS4 inhibitor	JMJD2A Tudor	HP1b binding inh	rTrxR1 inhibitor	Pin1 inhibitor
CCOc1ccccc1C1CC(c2ccccc2)Nc2nc(N)nn21 (stereo unspecified)	-8.3%	-1.3%	-9.4%	-5.0%	-13.3%	-21.8%	43.3%[activator]	2.8%[57.1 µM]	-2.7%
CCCCNC(=O)c1ccccc1NC(=O)c1ccc2c(c1)OCO2	-7.7%	-0.7%	.	-22.6%	?	-7.2%	29.2%	21.2%	1.2%
COc1nc(/C=C/N(C)C)c([N+](=O)[O-])c(OC)n1	16.2%	4.3%	-9.6%	-15.7%	-12.1%	-25.3%	-1.0%	-6.4%	-5.3%
Clc1ccc(-c2cn3cc(Cc4ccccc4)sc3n2)cc1	3.6%	3.2%	-7.0%	?	0.4%	-10.0%	21.9%	8.4%	21.7%
CCCc1n(CC(O)COC2CCCCC2)c2ccccc2[n+]1C (stereo unspecified)	1.3%	-3.8%	-11.3%	?	-11.9%	?	2.8%	16.2%	-12.2%
COC(CNC(=O)c1ccc(N2CCC3(CC2)OCCO3)c([N+](=O)[O-])c1)OC	.	5.1%	2.1%	-4.2%	-15.1%	-6.2%	27.3%	-5.5%	6.6%
Cc1ccc(-n2ncc3c(=O)n(CC(=O)N4CCCCCC4)cnc32)cc1	-3.8%	-0.3%	0.6%	11.7%	-0.4%	-1.1%	50.4%[activator]	4.7%	0.8%

An excerpt, so the mix of outcomes need not match the whole.
